TDP1 inh: TDP1 (human) enzyme inhibition | actives 0.28% (n = 350,000) | recombinant TDP1, AlphaScreen DNA substrate cleavage | AID 485290 | Potency, µM (titrated, usually from 130 µM), for inactives: at the top dose activity change, negative = inhibition, actives largely listed as inhibitors | Q9NUW8; further: nearly all actives have a fitted effect of over 40% in size
Target sequence (Q9NUW8 whole entry, looked up): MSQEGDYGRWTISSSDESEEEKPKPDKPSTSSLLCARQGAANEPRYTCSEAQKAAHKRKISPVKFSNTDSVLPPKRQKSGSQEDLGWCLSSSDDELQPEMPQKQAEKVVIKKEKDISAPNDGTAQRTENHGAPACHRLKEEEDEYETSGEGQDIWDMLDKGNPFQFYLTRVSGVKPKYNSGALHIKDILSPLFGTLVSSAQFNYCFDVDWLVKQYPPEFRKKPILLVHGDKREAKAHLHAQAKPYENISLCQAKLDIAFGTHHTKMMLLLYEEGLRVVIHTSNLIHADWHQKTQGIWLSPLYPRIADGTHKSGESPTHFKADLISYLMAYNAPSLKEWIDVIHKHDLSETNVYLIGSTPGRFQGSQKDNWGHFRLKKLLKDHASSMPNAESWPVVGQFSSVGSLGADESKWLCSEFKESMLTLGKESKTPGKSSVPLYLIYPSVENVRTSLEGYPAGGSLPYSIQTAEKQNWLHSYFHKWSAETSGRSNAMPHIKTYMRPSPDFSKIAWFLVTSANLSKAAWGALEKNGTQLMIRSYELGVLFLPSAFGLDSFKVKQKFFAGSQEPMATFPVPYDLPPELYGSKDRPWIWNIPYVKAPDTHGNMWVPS
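E. coli-derived human Tdp1, 1 nM final. Cpd preinc 15 min RT; substrate 15 nM final, 5 min RT; AS bead mix 10 ug/ml final, 10 min RT. Signal loss = tyrosine-FITC cleavage. No-enzyme wells = max signal.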
DT40 TDP1 no CPT: qHTS for Inhibitors of human tyrosyl-DNA phosphodiesterase 1 (TDP1): qHTS in cells in absence of CPT | DT40 Tdp1-/- hTDP1 cells, no CPT, ATP luminescence, 48 h | actives 15% (n = 420,000) | Potency, µM (titrated, usually from 46.2 µM), without a hit: at the highest dose activity change, negative = growth inhibition, most hits filed as inhibitors; further: nearly all actives have a fitted effect of over 55% in size
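Seeded 400 DT40-hTDP1 cells/well (vehicle DMSO, no 20 nM CPT); pinned compounds; ≥48 hr at 37 °C; CellTiter-Glo luminescence as viability measure.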
DT40 TDP1 CPT: DT40-hTDP1 cell growth loss with CPT; chicken DT40 Tdp1-/-;hTDP1 cells + 20 nM CPT, ATP luminescence, 48 h; Potency, µM (doses to about 46.2 µM), for the others: at the highest dose activity change, negative = growth inhibition, usual class: inhibitors; actives 12% (n = 420,000); further: nearly all actives have a fitted effect of over 55% in size
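Chicken DT40 Tdp1-/- cells complemented with human TDP1, 400 cells/well, exposed to compounds plus 20 nM camptothecin for at least 48 h at 37 C; viability read as ATP content by CellTiter-Glo luminescence.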
* marks the source's active call; other numbers are inactive results; ? = inconclusive; . = no result given; & = joins results of further samples; [ ] = remark or other dose. The call rests on the fitted dose curve; in most records, active means well fitted curve in the direction sought with a large enough effect; inconclusive means small, poorly fitted or top-dose-only effect, or another doubt; inactive means no such curve, though single readings can be large; an effect the other way counts as inactive or inconclusive. On the % scale 0 is the no-effect control and ±100 the full control effect; potency means the concentration at half of the fitted maximal effect.

SMILES	TDP1 inh	DT40 TDP1 no CPT	DT40 TDP1 CPT
COc1ccc(C2=NOC(C(=O)NCc3cccnc3)C2)cc1 (configuration not stated)	.	-15%	-3%
Cc1ccc(-c2nnc(CSc3nc(C(C)C)nc4sc(C)c(C)c34)o2)cc1	0%	?	?
Cc1cn(C(=O)c2cccc(Br)c2)c(C)n1	-4%	-16%	-8%
COc1ccc(-c2noc(CCC(=O)N3CCN(c4cccc(C)c4)CC3)n2)cc1	1%[56.1 µM]	13µM*	?
COc1cccc(CNC(=O)CCC2CCCN(C(=O)c3ccc(F)c(Cl)c3)C2)c1 (configuration not stated)	3%[56.1 µM]	18µM*	?
CC1CCN(C(=O)CCNC(=O)c2ccccc2Cl)CC1	4%	21%	1%
CC(C)C1CC(C(F)(F)F)n2nc(C(=O)O)cc2N1 (configuration not stated)	-3%	1%	-1%
COc1ccccc1N1CCN(CC(O)COc2ccc(C)c(C)c2)CC1 (configuration not stated)	.	-22%	?
COc1cc(C(=O)NCC(=O)NCCN2C(=O)S/C(=C\c3ccc4c(c3)OCO4)C2=O)cc(OC)c1OC	.	-29%	?
COc1ccc(NC(=O)C2=C(C)Nc3nc(SCc4ccccc4C)nn3C2c2ccc(Br)cc2)cc1 (configuration not stated)	3%	?	?
CCOc1ccc(S(=O)(=O)NCc2ccncc2)cc1NC(=O)c1ccccc1	.	1.2µM*	3.7µM*
CCN1CCN(c2ccc(NS(=O)(=O)c3c(C)nc4sccn4c3=O)cc2Cl)CC1	0%	?	?
Cc1cccc(NC(=S)N2CCC(NC(=O)C3CCCCC3)CC2)c1	2%	-12%	-3%
CCCCNc1c([N+](=O)[O-])cc(C)cc1[N+](=O)[O-]	14%	0%	6%
O=C(NCCn1cccn1)C1CCC(=O)N(CCc2ccccc2)C1 (configuration not stated)	3%	-11%	10%
O=C(COC(=O)c1cc(=O)[nH]c(=O)[nH]1)Nc1cccc(S(=O)(=O)N2CCOCC2)c1	5%	5%	1%
Cc1onc(-c2ccccc2Cl)c1C(=O)NCCCc1ccccc1	2%	?	?
CCCOc1ccc(CNC(=O)Cn2c(=O)oc3ccccc32)cc1	-4%&5%	?	?
C=C(C)CN=CC1(C)CCC(C)=CO1 (configuration not stated)	.	18µM*	16µM*
CSc1cccc(NC(=S)N(Cc2ccc(C)cc2)Cc2ccccn2)c1	7%	3%	12%
Cc1ccc2nc(-c3ccc(N=Nc4cc(S(=O)(=O)O)c5ccccc5c4O)cc3)sc2c1S(=O)(=O)O	-7%	?	?
Cc1cc(Nc2ccccc2O)nc(C)n1	2%	3%	0%
Oc1ccc(Cl)cc1C1=NCCNC(C(F)(F)C(F)F)=C1	1%	-26%	-4%
O=C(CCCCCN1C(=O)CCC1=O)NCc1ccccc1	-4%	2%	2%
COc1ccccc1N1CCN(C(=O)c2c(C)cc(=O)oc2C)CC1	2%	4%	2%
N#CCCn1c(SCC(=O)c2c[nH]c3ccccc23)nc2ccccc21	2%	18µM*	23µM*
COc1ccc(CNC(=O)CCC2N=C3c4ccccc4N=C(SCc4ccccc4F)N3C2=O)cc1 (configuration not stated)	-1%	?	?
CCOC(=O)C(=O)N(C)c1c(CC)nc2c(OCCC3CCCCC3)cccn12	.	18µM*	?
CCOC(=O)c1cnc2nc(NCc3ccc(OC)c(OC)c3)[nH]n2c1=O	5%	-21%	-4%
COCCCNc1nc2c(c(=O)[nH]c(=O)n2C)n1CC(O)COc1ccc(Cl)cc1 (configuration not stated)	.	5%	-9%
O=C(CCS(=O)(=O)c1ccc2c(c1)NC(=O)CS2)NCCc1ccccc1	3%	6%	8%
O=C(C[n+]1cc2ccccc2c2ccccc21)c1ccccc1	4%	?	?
CCN(c1ccccc1)S(=O)(=O)c1ccc2[nH]cc(C(=O)NCc3ccc(C)cc3)c(=O)c2c1	.	?	?
C/C(=N/N1CCN(Cc2cccc3ccccc23)CC1)c1cccnc1	6%	?	-13%
O=S(=O)(N=C1C=CC(=NS(=O)(=O)c2ccccc2)c2ccccc21)c1ccccc1	.	6.5µM*	7.3µM*
CCOc1ccc2nc(N3CCCC(C(=O)NCc4ccc(C)cc4)C3)sc2c1 (configuration not stated)	4%	?	?
CC1=C(c2ccccc2)C(O)(c2ccccc2)C(C)C1=O (configuration not stated)	.	16µM*	16µM*
O=S(=O)(NCCc1csc2nc(-c3ccc(Cl)cc3)nn12)c1cccs1	3%	15µM*	18µM*
CC(C)CN1C(=O)C(=O)N(CC(=O)NC(C)CCc2ccccc2)C1=O (configuration not stated)	1%	-32%	-17%
CC(C)C1C2=C(CC(C)(C)CC2=O)ON1c1ccccc1 (configuration not stated)	-6%	11µM*	26µM*
O=C(c1ccc(Br)o1)N1CCN(c2ccccn2)CC1	0%	1%	-6%
O=C(Nn1nnnc1Nc1ccccc1)C12CC3CC(CC(C3)C1)C2	3%	?	?
Cn1c(=O)c2c(nc(N3CCCC3)n2CC(O)CO)n(C)c1=O (configuration not stated)	7%	-5%	-12%
Cc1cc(C)n(CC(C)(O)c2ccccc2)n1 (configuration not stated)	.	-16%	-6%
CCCCNC(=O)Nc1cc(C(=O)OC)ccc1C	-2%	-20%	-2%
O=C(/C=C/c1cccs1)Nc1ccncc1	-6%	?	-8%
C[C@H](O)[C@@H]1C(=O)N2CCc3c([nH]c4ccccc34)[C@@H]2C[C@@H]1N(C)C(=O)NC1CCCCC1	.	?	-17%
NS(=O)(=O)c1ccc(NC(=S)NC(=O)c2cccnc2)cc1	2%	-5%	15%
O=[N+]([O-])c1ccc(S(=O)(=O)NCC2CC3CCC2C3)cc1 (configuration not stated)	.	-12%	?
Cc1cc(/C=C2\C(=N)N3C(SCc4ccccc4)=NSC3=NC2=O)c(C)n1Cc1ccccc1	6%	?	?
N#CC(C#N)=Cc1cnc(N2CCN(c3ccccc3)CC2)s1	.	-4%	4%
Cn1c(=O)c2nc(NCc3ccccc3)sc2n(C)c1=O	.	?	?
Cc1ccc(Nc2nc(N)c([N+](=O)[O-])c(N3CCOCC3)n2)cc1	-3%	-25%	-25%
CN(Cc1ccccc1)C(=O)c1ccc(NC(=O)Cc2cccc(NC(=O)C3CCN(C(=O)C4CC4)CC3)c2)cc1	4%	-9%	-24%
CCCOc1ccc(F)cc1-c1cc(C(=O)Nc2ccc(C)c(NS(C)(=O)=O)c2)[nH]n1	.	23µM*	16µM*
Cc1cc(C)nc(Nc2nc3ccccc3s2)n1	1%	1%	10%
CCN1CCN(C(=S)Nc2cc(S(=O)(=O)N(CC)CC)ccc2C)CC1	2%	?	?
CC(C)(C)C1CCc2c(sc3ncn(N)c(=N)c23)C1 (configuration not stated)	8%	6.5µM*	16µM*
COCc1cc(C)nc2sc(C(=O)NC3CCCCC3)c(N)c12	2%	?	-21%
CCCCC1CCC(/C(N)=N/O)CC1 (configuration not stated)	4%	-16%	1%

15 successive compounds out of the list so far, for reference:
SMILES	TDP1 inh	DT40 TDP1 no CPT	DT40 TDP1 CPT
CCCCNC(=O)Nc1cc(C(=O)OC)ccc1C	-2%	-20%	-2%
O=C(/C=C/c1cccs1)Nc1ccncc1	-6%	?	-8%
C[C@H](O)[C@@H]1C(=O)N2CCc3c([nH]c4ccccc34)[C@@H]2C[C@@H]1N(C)C(=O)NC1CCCCC1	.	?	-17%
NS(=O)(=O)c1ccc(NC(=S)NC(=O)c2cccnc2)cc1	2%	-5%	15%
O=[N+]([O-])c1ccc(S(=O)(=O)NCC2CC3CCC2C3)cc1 (configuration not stated)	.	-12%	?
Cc1cc(/C=C2\C(=N)N3C(SCc4ccccc4)=NSC3=NC2=O)c(C)n1Cc1ccccc1	6%	?	?
N#CC(C#N)=Cc1cnc(N2CCN(c3ccccc3)CC2)s1	.	-4%	4%
Cn1c(=O)c2nc(NCc3ccccc3)sc2n(C)c1=O	.	?	?
Cc1ccc(Nc2nc(N)c([N+](=O)[O-])c(N3CCOCC3)n2)cc1	-3%	-25%	-25%
CN(Cc1ccccc1)C(=O)c1ccc(NC(=O)Cc2cccc(NC(=O)C3CCN(C(=O)C4CC4)CC3)c2)cc1	4%	-9%	-24%
CCCOc1ccc(F)cc1-c1cc(C(=O)Nc2ccc(C)c(NS(C)(=O)=O)c2)[nH]n1	.	23µM*	16µM*
Cc1cc(C)nc(Nc2nc3ccccc3s2)n1	1%	1%	10%
CCN1CCN(C(=S)Nc2cc(S(=O)(=O)N(CC)CC)ccc2C)CC1	2%	?	?
CC(C)(C)C1CCc2c(sc3ncn(N)c(=N)c23)C1 (configuration not stated)	8%	6.5µM*	16µM*
COCc1cc(C)nc2sc(C(=O)NC3CCCCC3)c(N)c12	2%	?	-21%

Continued:
SMILES	TDP1 inh	DT40 TDP1 no CPT	DT40 TDP1 CPT
CCCCCCNC(=O)C(C(=O)OCC)C1CCCCC1 (configuration not stated)	5%	?	-16%
O=C(Nc1ccnn1C1CCN(C(=O)Cc2ccccc2F)CC1)C1CC1	1%	1%	-22%
O=C(O)c1c(-c2ccccc2)c(-c2ccccc2)nc2ccccc12	-1%	4%	6%
Cc1nc(-c2cccc(NC(=O)C3CCCCC3)c2)cs1	0%	-24%	?
Cc1ccc(C(=O)NC2CCN(CCCC(=O)c3ccc(F)cc3)CC2)cc1	-1%	-28%	-19%
O=C(CSc1nc2sc3c(c2c(=O)n1-c1ccccc1)CCCC3)N/N=C/c1ccc(C(=O)O)cc1	.	25%	-21%
Cc1cc2cc(CCNC(=O)C(C)C)c(=O)[nH]c2cc1C	.	-22%	-4%
CCc1nnc(NC(=O)CSc2nnc(-c3ccccc3O)o2)s1	7%	-6%	10%
CCOc1ccc(CNC(=O)C2CCN(S(=O)(=O)N3CCCCC3)CC2)cc1	8%	?	?
COc1ccc(S(=O)(=O)N2CCCOC2CNC(=O)C(=O)NC2CCCC2)cc1 (configuration not stated)	2%	-28%	-18%
COC(=O)c1[nH]c2cccc(Cl)c2c1NC(=O)CN(C)C1CCCCC1	8%	?	?
COc1ccc(NC(=O)C2CC23CCN(Cc2cccc4ncccc24)CC3)cc1Cl (configuration not stated)	.	?	-29%
CC(C)CC(NC(N)=O)C(=O)Nc1ccc2c(c1)OCO2 (configuration not stated)	6%	-2%	-17%
c1ccc(-c2nc(CSc3nnc(-c4cccs4)o3)cs2)cc1	7%	-11%	0%
O=C(NCc1ccc(OC(F)(F)F)cc1)C1CC(c2ccccc2C(F)(F)F)=NO1 (configuration not stated)	-1%	?	?
CC(=O)Nc1ccc(NC(=O)CSCc2cnn(-c3ccccc3)c2-n2cccc2)cc1	5%	-15%	0%
Nc1nnnn1/N=C/c1ccccc1OCc1ccc(Cl)cc1	2%	-6%	-13%
Nc1ccccc1SC1CC(=O)N(c2ccc(Cl)c(Cl)c2)C1=O (configuration not stated)	-1%	13µM*	26µM*
Cc1cccc(NS(=O)(=O)c2cccc(C(=O)Nc3cccc(C(=O)O)c3)c2)c1	.	-1%	-2%
CC[C@@H](C)C(NC(=O)OC(C)(C)C)c1cn([C@@H](CCC(=O)OC(C)(C)C)C(=O)N2CCN(C(=O)OC(C)(C)C)CC2)nn1 (some centres not stated)	3%	15µM*	?
CCOC(=O)n1c(=O)oc2ccc(Cl)cc21	-1%	-18%	-20%
CC(C)CC1NC(=O)N(CC(=O)N2CCN(S(=O)(=O)c3ccc(Cl)cc3)CC2)C1=O (configuration not stated)	7%	0%	-6%
COc1ccc(C(=O)OCC(=O)NC(C)CCc2ccccc2)cc1 (configuration not stated)	.	-7%	2%
Cc1ccc(C(=O)N2CCCC(N(C)Cc3ccccc3)C2)s1 (configuration not stated)	1%	-8%	-8%
CCn1cc(C(=O)NCCc2ccccc2)c(=O)c2cc(S(=O)(=O)N3CCCCCC3)ccc21	5%	?	?
Nc1nonc1-n1nnc(C(=O)N/N=C/c2cccc(Cl)c2)c1CSc1ccccc1	1%	-10%	0%
CC(=O)NCC1CCCN(C(=O)c2oc3c(F)cccc3c2C)C1 (configuration not stated)	2%	-2%	-9%
Cc1nc2c(cnn2-c2ccccc2Cl)c(=O)n1-c1ccc(N2CCC(C)CC2)cc1	1%	?	16µM*
Cc1cc(Nc2ccc(F)cc2)nc(N)n1	-2%	-3%	-11%
O=C1C(=Cc2ccccn2)CCc2ccccc21	.	4.1µM*	15µM*
CCC(CC)c1nnc(NC(=O)CSCc2c(C)noc2C)s1	.	?	-10%
CCCCCC(=O)N/N=C/c1ccc([N+](=O)[O-])o1	9%	?	11µM*

From PubChem BioAssay
